# Bioassay records deposited in PubChem by several laboratories.
# PRMT1 FP inh – inhibitors of human PRMT1. Q99873. recombinant PRMT1, activity-based probe fluorescence polarization. inhibition, % at 2.79 µM. 370,000 compounds, 1.3% hits. AID 652257;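 active = inhibition above about 21% made by adding two undisclosed values, limit read from the data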
# HTRA1 inh – HTRA1 (human) protease inhibition | Q92743 | recombinant HTRA1, FP-rhodamine activity-based probe, fluorescence polarization | inhibition, % at 5.96 µM | 340,000 compounds, 0.5% hits | AID 504803; in the data active = inhibition above about 36%;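 note: 0% = enzyme with DMSO and 100% = wells lacking enzyme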
# LEDGF integ inh – blocks HIV-1 LEDGF/p75-dependent DNA integration; AID 743269; inhibition, % at 3.7 µM; 370,000 compounds, 0.64% hits; TR-FRET IN-LEDGF/p75 DNA integration, Eu/Cy5;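 active = inhibition above the screen-wide mean plus 3 SD, cut at about 13% in these data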;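 note: signal is the Cy5 over europium emission ratio at 671 and 618 nm; 0% = plate median of compound wells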
# SIAE primary – human SIAE inhibition, primary screen; Q9HAT2; SIAE FP-Rh probe binding, fluorescence polarization; inhibition, % at 9.66 µM; 370,000 compounds, 0.69% hits; AID 1053197;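 active = inhibition above a cutoff: mean of compounds within the control limits plus 3 SD of those, cut at about 17% in these data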;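 note: 0% = plate median of compound wells and 100% = probe without SIAE protein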
# NPR2 activator – GC-B (human) receptor activation; HEK293-GC-B cells, CNP EC30, cGMP TR-FRET; 0% at EC30 CNP, 100% saturating CNP; 370,000 compounds, 0.11% hits; activation, % at 10 µM;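 active = activation at 10 µM reaching about 35% in either raw or pattern-adjusted values, limit read from the data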
# rCAG binder – r(CAG) repeat RNA binding; TO-PRO-1 dye displacement fluorescence; inhibition, % at 3 µM; 370,000 compounds, 1.3% hits; AID 651821;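 active = inhibition above the plate cutoff, the mean of all test compounds on that plate plus 3 SD, cut at about 35% in these data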;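 note: 0% = DMSO alone and 100% = 100 µM mitoxantrone as full dye displacement; higher means more dye released from RNA so lower well fluorescence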
# TDP2 absorb – TDP2 (human) inhibition, absorbance primary screen | recombinant TDP2, T5PNP hydrolysis, p-nitrophenol absorbance 415 nm | O95551 | 370,000 compounds, 0.34% hits | inhibition, % at 12.8 µM;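 active = inhibition above the mean of all tested compounds plus 3 SD, set per campaign, cut at about 25% in these data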;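 note: 0% = DMSO with enzyme and 100% = buffer with substrate but no TDP2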
#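 Test system: human TDP2 enzyme; Input: 120 nM TDP2 per well; Buffer or medium: Mg2+-containing Tris-HCl buffer, pH 7.5; Reagent: 5 mM T5PNP; Dosing: 12.8 µM single point, 1% DMSO; Incubation: reaction 2 h, 37 °C; Detection: p-Nitrophenol epi absorbance; Read-out: % inhibition relative to enzyme-containing and enzyme-free wells; Replicates: single well per compound.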
# ABHD4 inh – inhibits mouse alpha/beta hydrolase domain 4; 370,000 compounds, 0.54% hits; inhibition, % at 8.92 µM; purified mABHD4, FP-Rh probe fluorescence polarization; Q8VD66;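 active = inhibition exceeding the mean over every tested compound plus 3 SD, cut at about 30% in these data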;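 note: 0% = plate median of compound wells and 100% = S159A mutant with DMSO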
# Target sequence (Q8VD66 whole entry, looked up, the tested form may be a part): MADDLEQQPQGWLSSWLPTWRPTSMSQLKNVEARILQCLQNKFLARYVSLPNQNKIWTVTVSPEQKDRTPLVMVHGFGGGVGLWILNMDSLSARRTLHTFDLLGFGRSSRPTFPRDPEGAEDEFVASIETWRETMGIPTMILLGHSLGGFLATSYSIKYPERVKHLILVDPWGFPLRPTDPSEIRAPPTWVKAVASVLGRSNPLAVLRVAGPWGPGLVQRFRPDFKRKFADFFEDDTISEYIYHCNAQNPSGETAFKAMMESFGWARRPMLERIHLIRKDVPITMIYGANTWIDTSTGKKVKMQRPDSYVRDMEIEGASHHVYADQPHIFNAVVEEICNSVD
#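 assay system = mABHD4 protein | compound dosing = single nominal dose of 8.92 µM, 0.89% DMSO final | read-out basis = percent inhibition of probe binding, normalized to plate controls | schedule = Enzyme–compound pre-incubation 45 min, then probe 60 min, both 25 °C | detection = fluorescence polarization, excitation 525 nm, emission 598 nm, BODIPY TMR filters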
# MBD2 DNA inh – blocks human MBD2 binding to methylated DNA. Q9UBB5. TR-FRET, MBD2 binding to methylated oligonucleotide. inhibition, % at 4.4 µM. 370,000 compounds, 0.31% hits. AID 686964; in the data active = inhibition above about 13%
# Target sequence (Q9UBB5 whole entry, looked up): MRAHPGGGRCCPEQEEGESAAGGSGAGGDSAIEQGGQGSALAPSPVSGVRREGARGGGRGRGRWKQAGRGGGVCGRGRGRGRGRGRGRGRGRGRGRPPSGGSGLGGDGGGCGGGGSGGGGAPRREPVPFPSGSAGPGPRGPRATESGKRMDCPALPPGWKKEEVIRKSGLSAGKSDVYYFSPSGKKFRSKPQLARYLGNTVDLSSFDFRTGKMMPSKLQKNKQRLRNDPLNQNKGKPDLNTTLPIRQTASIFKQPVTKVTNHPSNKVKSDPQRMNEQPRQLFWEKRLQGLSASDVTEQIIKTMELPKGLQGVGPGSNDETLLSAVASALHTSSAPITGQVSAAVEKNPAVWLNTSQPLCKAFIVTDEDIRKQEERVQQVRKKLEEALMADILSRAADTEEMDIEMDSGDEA
# TCR-CD3 inh – blocks the human TCR-CD3 interaction; TAMRA-labeled TCR probe fluorescence, biochemical; inhibition, % at 9.4 µM; 360,000 compounds, 0.37% hits; in the data active = inhibition above about 19%;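 note: recombinant mutant TCR 2C K166C tagged with TAMRA read by polarization; 0% = receptor in buffer alone and 100% = receptor with positive control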
# Starred values were filed as active, the others as inactive; nt = not tested or not shown. Not all compounds are listed. The share of hits here may be higher or lower than overall.
1. COc1ccc(C(=O)OCC(=O)NC(C)CCc2ccccc2)c(OC)c1 (centres undefined)
2. COc1cccc(C(=O)NNC2OC(CO)C(O)C2O)c1 (centres undefined)
3. Cc1nc(C)c(C(=O)N/N=C/c2cc(Br)ccc2O)s1
4. CCCCNC(=O)COC(=O)c1cc(F)c(F)cc1Cl
5. O=c1[nH]c2ccccc2nc1-c1c[nH]c2ccccc12
6. COc1ccccc1NCCC(=O)OCC(=O)Nc1cc([N+](=O)[O-])ccc1F
7. O=C(C1CCN(S(=O)(=O)Cc2ccccc2)CC1)N1CCN(c2ncccn2)CC1
8. Cc1ccc(C(=O)OCC(=O)c2c[nH]c3ccccc23)cc1S(=O)(=O)N1CCOCC1

compound no.,1,2,3,4,5,6,7,8
PRMT1 FP inh,-2,1,3,1,1,1,2,-2
HTRA1 inh,0,-4,19,1,-4,-3,3,-22
LEDGF integ inh,2,-5,-5,0,-2,-2,-2,-1
SIAE primary,1,1,3,-4,-4,5,2,-7
NPR2 activator,-1,2,-9,-6,-6,2,6,0
rCAG binder,0,-6,-2,-3,43*,4,-5,11
TDP2 absorb,-10,-9,3,9,-4,0,4,-3
ABHD4 inh,-2,4,15,1,17,3,7,-7
MBD2 DNA inh,4,2,3,4,-2,0,-2,-4
TCR-CD3 inh,0,-4,18,5,-4,6,7,3

9. COc1cc(C(=O)Nc2ccc3c(c2)nc(C)n3C)cc(OC)c1OC
10. O=C(Nc1ccccc1C(=O)N1CCCC1)c1cccc(S(=O)(=O)N2CCCCCC2)c1
11. CCN1C(=O)[C@H]2[C@@H](c3ccc(-c4cccc(Cl)c4)cc3)N[C@@](Cc3ccccc3)(C(=O)OC)[C@H]2C1=O
12. CC[C@]12c3[nH]c4cc(-c5ccco5)ccc4c3CCN1C(=O)[C@@H](CC(=O)NCc1ccc(OC)c(OC)c1)C[C@@H]2C(=O)N1CCN(C(=O)c2ccco2)CC1
13. COc1cc(C(O)c2nc(-c3cccc(C(C)C)c3)cs2)ccc1F (centres undefined)
14. CCCc1cc(C(=O)Nc2ccc(C(=O)c3ccccc3)cc2)n(C)n1
15. O=C(O)c1ccccc1SCc1cn2cc(Cl)ccc2n1
16. Cc1sc2ncnc(SCC(=O)NC(C)(C)C)c2c1C

compound no.,9,10,11,12,13,14,15,16
PRMT1 FP inh,-3,-2,-1,1,-6,-3,1,0
HTRA1 inh,-2,-3,-40,-1,nt,-44,5,-6
LEDGF integ inh,-4,0,2,-1,3,2,1,2
SIAE primary,1,-7,-15,-1,-8,-27,-2,0
NPR2 activator,6,-2,-3,1,-3,-11,-4,-4
rCAG binder,-4,0,11,9,5,-4,4,0
TDP2 absorb,1,-6,0,1,-14,10,0,6
ABHD4 inh,1,5,-14,7,-29,-32,4,0
MBD2 DNA inh,-1,-4,0,0,-6,-2,-3,-3
TCR-CD3 inh,3,-2,0,-4,4,2,5,-7

17. O=C(N/N=C/c1ccccn1)c1ccc([N+](=O)[O-])cc1Cl
18. CCCC(C(=O)Nc1ccc(S(=O)(=O)Nc2ncccn2)cc1)c1ccccc1 (centres undefined)
19. C=CCN1C(=O)c2n[nH]c(COC)c2C1c1ccc2c(c1)OCO2 (centres undefined)
20. CCCCSc1nnc(CSc2nc3nc(C)cc(C)n3n2)o1
21. CN(C)S(=O)(=O)c1cccc(C(=O)N2CCN(S(=O)(=O)c3ccc4c(c3)OCCO4)CC2)c1
22. COC(=O)c1c(NC(=O)c2ccoc2C)sc(C)c1C
23. CCn1nc(C(=O)OC(C(=O)c2c[nH]c3ccccc23)c2ccccc2)c2ccccc2c1=O (centres undefined)
24. COc1ccc(S(=O)(=O)N(CC(=O)O)Cc2ccccc2)cc1OC

compound no.,17,18,19,20,21,22,23,24
PRMT1 FP inh,7,1,0,6,4,0,0,-3
HTRA1 inh,0,-3,nt,7,3,-1,-97,-3
LEDGF integ inh,-3,3,2,-1,2,-5,1,4
SIAE primary,-8,-5,-2,-5,-7,5,-114,3
NPR2 activator,-1,8,0,2,0,-9,-1,5
rCAG binder,-2,12,1,-5,1,-3,23,-1
TDP2 absorb,-3,5,4,-3,8,-4,4,-3
ABHD4 inh,-2,0,-3,0,7,9,-80,0
MBD2 DNA inh,-6,-1,-4,2,-6,4,4,-2
TCR-CD3 inh,-12,-6,4,-6,3,-3,12,-1

# Entries by screen from the list.
# Compounds 2 to 7 in PRMT1 FP inh read 1, 3, 1, 1, 1, 2
# Compounds 2 to 7 in LEDGF integ inh read -5, -5, 0, -2, -2, -2

# Further structures follow:
25. COCCn1cnc2c1c(=O)n(Cc1ccccc1C#N)c(=O)n2Cc1ccccc1
26. N#CCCN1CCN(S(=O)(=O)c2ccc3c(c2)CCC3)CC1
27. O=C1CC2(CCN(C(=O)c3cccc(F)c3)CC2)Oc2ccccc21
28. Cc1cccc(NC(=O)c2cnc3sccn3c2=O)c1
29. COc1cc(NC(=S)N2CCCCC2C)cc(OC)c1OC (centres undefined)
30. COc1ccc(CC(=O)NCc2cn3ccsc3n2)cc1
31. Cn1c(SCc2ccc(F)cc2)nnc1-c1cnccn1
32. CCCCCCN1C[C@H](O)[C@@H](n2cc(C3CC3)nn2)C[C@@H]1c1ccc(Cl)cc1

compound no.,25,26,27,28,29,30,31,32
PRMT1 FP inh,1,-3,0,4,0,-1,2,-3
HTRA1 inh,-1,-3,1,2,3,-7,2,-26
LEDGF integ inh,5,-2,3,-2,-1,2,-5,4
SIAE primary,4,4,5,-8,3,1,-4,2
NPR2 activator,5,1,0,4,1,0,7,-9
rCAG binder,2,0,-10,2,1,5,-4,2
TDP2 absorb,-8,13,13,2,-6,4,-4,1
ABHD4 inh,5,4,4,2,-5,8,3,-2
MBD2 DNA inh,2,1,3,0,2,3,3,-1
TCR-CD3 inh,5,3,-1,0,2,3,-5,12

33. CC1=CC2=NC(=O)/C(=C\c3cccn3CCOc3ccccc3)C(=N)N2O1
34. CCOCN(C(=O)Cn1c(CO)nc2ccccc21)c1c(C)cccc1CC
35. O=C(CSc1ncnc2sc3c(c12)CCCC3)c1ccco1
36. COc1cccc(NC(=O)[C@H](Cc2ccccc2)NC(=O)[C@@H]2Cc3ccccc3CN2)c1
37. COc1ccc(C(=O)Nc2cc(C)nn2-c2cccc(F)c2)cc1OC
38. Cc1noc(C)c1C(=O)Nc1sc2c(c1C(N)=O)CCCCC2
39. CCCN(CC(=O)Nc1ccccc1C)C(=O)Cc1cccs1
40. O=C(CCc1nc2sc3c(c2c(=O)[nH]1)CCCC3)NCCc1ccccc1

compound no.,33,34,35,36,37,38,39,40
PRMT1 FP inh,-1,-1,-3,-3,6,1,1,1
HTRA1 inh,-57,-2,-12,-2,2,8,6,-14
LEDGF integ inh,6,1,0,0,0,-1,-7,3
SIAE primary,-8,1,-4,-1,-12,-3,0,-9
NPR2 activator,-1,-9,-3,-2,0,-6,-5,-2
rCAG binder,2,-7,0,-4,-1,-2,1,8
TDP2 absorb,-8,1,-2,-2,-14,6,-4,7
ABHD4 inh,-6,2,-8,3,-12,2,3,-4
MBD2 DNA inh,1,1,-5,3,5,1,4,2
TCR-CD3 inh,-7,4,13,6,-9,4,-10,9

41. CCOC(=O)CN1C(=O)N[C@@H](c2ccccc2)[C@@H](C(=O)OC)[C@H]1C
42. CCCC(=O)Nc1ccccc1NC(=O)c1ccc(OCC)c(OCC)c1
43. CC(=O)Nc1ccc(N(C(=O)Cc2cccs2)C(C(=O)NC2CCCC2)c2ccncc2)cc1 (centres undefined)
44. CCCCNC(=O)C[C@@H]1C[C@@]2(C(=O)OCC)CCCC=C2N(Cc2ccc(Cl)cc2Cl)C1=O
45. CCCn1c(SCC(=O)N2CCc3ccccc32)n[nH]c1=O
46. CCOc1cc(N2CCOCC2)c(OCC)cc1NC(=O)c1ccc(OC(C)C)cc1
47. Cc1ccc(CC(=O)Nc2cccc(C#N)c2)cc1
48. CN(C(=O)CSc1cc(C(=O)c2nccn2C)c2ccccc2n1)c1ccccc1

compound no.,41,42,43,44,45,46,47,48
PRMT1 FP inh,1,1,-3,-6,-2,0,5,-4
HTRA1 inh,14,2,-6,nt,9,1,-6,-5
LEDGF integ inh,-3,-3,5,4,7,1,-3,2
SIAE primary,4,0,7,-3,-2,3,-10,-5
NPR2 activator,3,2,6,-10,3,-2,2,0
rCAG binder,-2,-3,2,1,4,-3,2,-3
TDP2 absorb,2,-7,14,-6,-14,-11,-2,-16
ABHD4 inh,3,0,-3,-14,-14,1,-6,-8
MBD2 DNA inh,1,-2,-5,3,-5,-2,9,2
TCR-CD3 inh,8,-5,4,2,-7,1,3,-4

# Nothing new here: an excerpt of the list.
3. Cc1nc(C)c(C(=O)N/N=C/c2cc(Br)ccc2O)s1
4. CCCCNC(=O)COC(=O)c1cc(F)c(F)cc1Cl
5. O=c1[nH]c2ccccc2nc1-c1c[nH]c2ccccc12
6. COc1ccccc1NCCC(=O)OCC(=O)Nc1cc([N+](=O)[O-])ccc1F
7. O=C(C1CCN(S(=O)(=O)Cc2ccccc2)CC1)N1CCN(c2ncccn2)CC1
8. Cc1ccc(C(=O)OCC(=O)c2c[nH]c3ccccc23)cc1S(=O)(=O)N1CCOCC1

compound no.,3,4,5,6,7,8
PRMT1 FP inh,3,1,1,1,2,-2
HTRA1 inh,19,1,-4,-3,3,-22
LEDGF integ inh,-5,0,-2,-2,-2,-1
SIAE primary,3,-4,-4,5,2,-7
NPR2 activator,-9,-6,-6,2,6,0
rCAG binder,-2,-3,43*,4,-5,11
TDP2 absorb,3,9,-4,0,4,-3
ABHD4 inh,15,1,17,3,7,-7
MBD2 DNA inh,3,4,-2,0,-2,-4
TCR-CD3 inh,18,5,-4,6,7,3

# (further entries)
49. O=S(=O)(c1ccccc1)N1CCN(C(c2ccccc2)c2ccc(OC(F)(F)F)cc2)CC1 (centres undefined)
50. COc1ccc2nc(Nc3nc(CSc4nc5ccccc5[nH]4)cc(=O)[nH]3)nc(C)c2c1
51. Cc1cccc(C(=O)NCC(=O)OCC(=O)N2CC3(C)CC2CC(C)(C)C3)c1 (centres undefined)
52. CCOC(=O)c1c(C)n(C)c2ccc(OCC(O)CNC(CC)CO)cc12 (centres undefined)
53. O=C(NC1CCCC1)c1cccc(Cn2cc([N+](=O)[O-])cn2)c1
54. Cc1ccc(C)c(SCC(=O)OCC(=O)NCc2ccccc2)c1
55. O=C(CCN1C(=O)/C(=C/c2ccccc2Cl)SC1=S)NNC(=O)c1ccccc1O

compound no.,49,50,51,52,53,54,55
PRMT1 FP inh,5,-3,-1,-3,2,-2,-3
HTRA1 inh,-5,-9,-5,2,-2,2,55*
LEDGF integ inh,-6,0,-1,2,-4,3,-4
SIAE primary,1,-20,-1,2,1,1,-2
NPR2 activator,5,4,3,-2,-3,3,5
rCAG binder,3,20,-2,-1,-5,-4,9
TDP2 absorb,-6,2,-1,-3,-9,-5,-15
ABHD4 inh,1,5,2,0,-3,2,-2
MBD2 DNA inh,-2,0,-3,2,-2,5,-6
TCR-CD3 inh,-10,8,4,-8,1,3,43*
